Screening results: PubChem, National Center for Advancing Translational Sciences (NCATS)
Vif-A3F inh – blocks the Vif interaction with APOBEC3F | HeLa A3F-eYFP + Vif (tagged APOBEC3F with the HIV-1 protein that degrades it), YFP fluorescence increase | Potency, µM (series often up to 46.1 µM), for the others: top-dose activity, negative = active | 0.2% of 390,000 active | AID 602313; also: potency is read from the fitted curve at half-maximal effect; % of control where 0% means no effect; nearly all actives have a fitted effect of over 65% in size
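Fluorescence increase (Ex 488/Em 500-530) after overnight compound treatment at 37 deg C flags inhibition of Vif-driven A3F-eYFP loss in stable HeLa A3F-eYFP/Vif cells seeded overnight beforehand.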
PI4K2A block – PI4K2A (human) kinase inhibition. 0.13% of 420,000 active. activity change, negative = inhibition, % at 76.9 µM. purified PI4K2A, ADP-Glo luminescence, 1 h; active compounds read low. AID 1346378; in the data active = activity change below about -50%; inconclusive = mostly about -30% to -49%;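 also: -100% = wells without enzyme as full effect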
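Compounds are screened against recombinant PI4K2A using PI as substrate and ATP, the latter dispensed at 300 microM. Reactions run one hour at ambient temperature before ADP-Glo detection; full inhibition defined by wells lacking enzyme.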
Glioma ERSR ind – ER stress response induction in glioma. U87-MG GRP78 promoter luciferase reporter, 16 h. 0.02% of 420,000 active. Potency, µM, for the others: at the highest dose activation, hits mostly activators; also: potency is read from the fitted curve at half-maximal effect; series mostly up to about 76 µM; % of control where 0% means no effect; nearly all actives have a fitted effect of over 35% in size
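Stably transfected U87-MG human glioma cells carrying a GRP78-based luminescent sensor were seeded at 1000 cells/well, pin-dosed with compounds and incubated 16 h. Luciferase reagent was then added, and end-point luminescence was read after 10 min at room temperature.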
LDHA inh – blocks human lactate dehydrogenase A; activity change, % (values are at about 110 or 230 µM); purified LDHA, NADH/diaphorase-resazurin fluorescence; active compounds read low; P00338; 0.15% of 480,000 active; in the data active = activity change below about -30%; inconclusive = mostly about -25% to -30%;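 also: plate controls were DMSO wells for no effect and wells without enzyme for full effect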
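LDH5 2 nM; NADH 0.06 mM, pyruvate 0.2 mM; 200 mM Tris pH 7.4, EDTA, Tween-20; 5 min RT. Detection: diaphorase 0.133 mg/mL + resazurin 37 µM, fluorescence ex540/em590 at 0 and 20 min; normalized to enzyme-free and DMSO wells.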
TrxR1 substrate – rat thioredoxin reductase 1 substrate activity | O89049 | purified TrxR1 substrate turnover, NADPH consumption readout | AID 588456 | Potency, µM (doses to about 114 µM), inactives show at the highest dose activity change, negative = substrate turnover | 0.01% of 390,000 active; also: potency is read from the fitted curve at half-maximal effect; % is scaled to controls: 0 for no effect and ±100 for the full control effect; nearly all actives have a fitted effect of over 50% in size
Target sequence (O89049 whole entry, looked up): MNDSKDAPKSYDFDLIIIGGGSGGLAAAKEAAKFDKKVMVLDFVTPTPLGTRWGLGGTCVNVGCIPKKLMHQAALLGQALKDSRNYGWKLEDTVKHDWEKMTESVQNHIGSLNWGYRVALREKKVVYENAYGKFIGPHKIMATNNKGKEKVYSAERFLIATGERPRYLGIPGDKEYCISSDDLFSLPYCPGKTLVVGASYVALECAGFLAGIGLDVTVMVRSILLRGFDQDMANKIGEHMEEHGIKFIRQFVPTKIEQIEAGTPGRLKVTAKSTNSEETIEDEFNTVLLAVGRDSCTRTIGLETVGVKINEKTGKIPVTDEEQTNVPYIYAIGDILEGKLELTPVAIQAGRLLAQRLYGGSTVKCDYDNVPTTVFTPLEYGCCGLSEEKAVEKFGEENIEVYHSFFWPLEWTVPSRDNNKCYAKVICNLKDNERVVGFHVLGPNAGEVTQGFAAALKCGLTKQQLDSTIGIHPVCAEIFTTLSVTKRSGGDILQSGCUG
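Rat TrxR1, dispensed at 90 nM, was prereduced with 400 uM NADPH (final) for 5 min at ~22 deg C, then incubated with compound 15 min before 400 uM selenite. A first-read NADPH fluorescence drop versus no-compound background flagged substrates.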
IDH1 R132H inh – inhibitors of human mutant IDH1 R132H; 0.093% of 390,000 active; Potency, µM (highest dose often 76.6 µM), without a hit: at the highest dose activity change, negative = inhibition, hits mostly inhibitors; IDH1-R132H enzyme, NADPH consumption, diaphorase/resazurin fluorescence; O75874; AID 602179; also: potency is read from the fitted curve at half-maximal effect; % is scaled to controls: 0 for no effect and ±100 for the full control effect; nearly all actives have a fitted effect of over 65% in size
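IDH1-R132H (0.5 ug/mL dispensed) in pH 7.5 Tris buffer was preincubated 30 min with compound, then given a substrate mix of 0.016 mM NADPH and 2 mM alpha-KG for 80 min at room temperature; remaining NADPH was read by diaphorase/resazurin fluorescence.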
USP1-UAF1 inh – blocks the human USP1/UAF1 deubiquitinase complex | O94782 | 0.23% of 390,000 active | recombinant USP1/UAF1, Ub-Rhodamine cleavage fluorescence | Potency, µM (series often up to 57.1 µM), for inactives: at the highest dose activity change, negative = inhibition, actives largely listed as inhibitors; also: potency is read from the fitted curve at half-maximal effect; % is scaled to controls: 0 for no effect and ±100 for the full control effect; nearly all actives have a fitted effect of over 60% in size; inactives centre near -12
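High-throughput fluorogenic screen: 1nM USP1/UAF1 complex, Ub-Rho substrate 150nM final, 50mM HEPES pH 7.8 with 0.5mM EDTA, 0.1 mg/ml BSA, 1mM TCEP and 0.01% Tween-20.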
RXFP1 agonist – agonists of human relaxin receptor RXFP1 | Q9HBX9 | AID 2676 | 0.3% of 370,000 active | HEK293T-RXFP1 cAMP TR-FRET, 30 min; response scale: percent of porcine relaxin response, buffer zero | Potency, µM (highest dose often 57.5 µM), for the others: top-dose activation, usual class: activators; also: potency is read from the fitted curve at half-maximal effect; % is scaled to controls: 0 for no effect and ±100 for the full control effect; nearly all actives have a fitted effect of over 60% in size; many of its hits are not listed in these tables
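cAMP rise read by TR-FRET after 30 min, 37C compound exposure (up to 58 uM) in RXFP1-transfected HEK293 cells with Ro 20174 present. EC50 from Hill-equation fits, with 29 nM porcine relaxin as 100% and buffer as basal.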
Vif-A3G inh – blocks the Vif interaction with human APOBEC3G | HeLa A3G-eYFP + Vif (tagged APOBEC3G with the HIV-1 protein that degrades it), YFP fluorescence, overnight | Potency, µM (doses to about 46.1 µM), without a hit: top-dose activity, negative = active, usual class: inhibitors | 0.076% of 410,000 active | AID 602310;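 also: potency is read from the fitted curve at half-maximal effect; % is scaled to controls: 0 for no effect and ±100 for the full control effect; nearly all actives have a fitted effect of over 60% in size; hits raise eYFP signal because A3G escapes Vif-driven loss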
Target sequence (Q9HC16 whole entry, looked up): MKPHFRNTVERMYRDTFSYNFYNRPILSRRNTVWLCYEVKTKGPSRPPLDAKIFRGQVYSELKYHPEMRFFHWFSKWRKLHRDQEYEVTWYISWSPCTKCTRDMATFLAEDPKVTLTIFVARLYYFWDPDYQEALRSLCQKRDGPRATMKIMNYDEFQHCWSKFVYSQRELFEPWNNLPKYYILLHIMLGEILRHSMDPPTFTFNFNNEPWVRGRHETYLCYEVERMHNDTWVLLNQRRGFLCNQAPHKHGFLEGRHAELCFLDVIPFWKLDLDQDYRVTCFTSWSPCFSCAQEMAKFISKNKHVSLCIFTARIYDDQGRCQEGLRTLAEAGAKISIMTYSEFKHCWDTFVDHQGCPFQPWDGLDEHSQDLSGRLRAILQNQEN
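HeLa cells stably expressing Vif and C-terminally eYFP-tagged A3G, seeded overnight at 37 deg C, then exposed to compound by pintool overnight at 37 deg C. Rise in yellow fluorescence (Ex 488/Em 500-530, Acumen) marks blocked Vif-driven A3G degradation.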
* marks the source's active call; other numbers are inactive results; ? = inconclusive; / = no result given; & = joins results of further samples; [ ] = another dose, or the depositor's remark. Unless noted, calls follow the shape of the dose curve; as a rule, active = well fitted curve in the direction sought with a large enough effect; inconclusive = small, poorly fitted or top-dose-only effect, or another doubt; inactive = no such curve, though single readings can be large; an effect the other way counts as inactive or inconclusive. A portion of the library; the hit share may differ from the screen's.

Compound	TrxR1 substrate	USP1-UAF1 inh	Glioma ERSR ind	IDH1 R132H inh	Vif-A3G inh	PI4K2A block	RXFP1 agonist	Vif-A3F inh	LDHA inh
COc1ccccc1-c1c(C)oc2c(CN3CCN(C)CC3)c(O)ccc2c1=O	348.1%[activator]	-21.6%	-0.3%	2.1%	4.1%	6.3	2.7%	2.7%	-8.2
O=C(O)/C=C/c1cccc(B(O)O)c1	3.7%	/	-1.1%	/	-1.3%	/	/	/	-2.2
COc1ccc(Cc2nc3ccc(C(=O)NC(C)Cc4ncccc4C)cc3o2)cc1OC (centres undefined)	-2.1%	-22.4%	4.4%	2.2%	-8.1%	0.8	-3.0%	-3.3%	-4.1
O=C1C(O)=C(O)C(=O)c2ccccc21	105.6%[activator]	15.8µM*	8.6%	?	-0.9%	-50.5*	/	-1.8%	12.9
CCN(c1ccc(C)cc1C)S(=O)(=O)c1nnc(NC(=O)C(C)(C)C)s1	4.1%[57.1 µM]	-13.8%	-3.1%	4.7%	0.6%	-4.3	0.0%	?	4.2
Cc1nn2c(=O)c3c4c(sc3nc2n1-c1ccccc1)COC(C)(C)C4	-3.3%	-6.3%	-0.9%	4.4%	-0.4%	2.1	-1.4%	1.6%	1.6
COC(=O)c1c[nH]c(=O)c2ccccc12	8.3%[57.1 µM]	7.2%	-3.3%	11.3%	-0.3%	1.2	1.7%	3.2%	2.9
CC(=O)Nc1ccc(N/C=C(\C=O)c2nc3ccccc3o2)cc1	6.7%	-0.3%	-2.4%	1.1%	1.6%	-4.9	18.3%	-19.3%	7.7

New compounds follow:
Compound	TrxR1 substrate	USP1-UAF1 inh	Glioma ERSR ind	IDH1 R132H inh	Vif-A3G inh	PI4K2A block	RXFP1 agonist	Vif-A3F inh	LDHA inh
COC(=O)Cn1nc(-c2ccc(C)cc2)c2ccccc2c1=O	-6.8%	-1.6%	-7.9%	-3.2%	0.8%	4.0	0.1%	-10.1%	-2.5&-4.1
CCOC(=O)N1CCN(C(=O)c2cnn3c(C(F)(F)F)cc(-c4cccs4)nc23)CC1	6.0%	-6.6%	0.2%	0.0%	5.1%	0.9	3.6%	4.9%	11.1&-9.6
Cc1cccc(NC(=O)CSc2nnc(Cn3nnc(-c4ccccc4)n3)n2-c2ccccc2)c1	2.4%[57.1 µM]	-25.1%	-3.4%	1.0%	-3.9%	4.9	1.4%	-8.6%	-13.2
COC(=O)C1=C(C)NC2=C(C(=O)CC(C)(C)C2)C1c1ccsc1 (centres undefined)	9.5%[57.1 µM]	-18.2%	-2.3%	3.4%	0.4%	-3.4	0.5%	?	0.3
Cc1ccccc1S(=O)(=O)N(C)C[C@H]1OCc2cnnn2CCCC(=O)N([C@H](C)CO)C[C@H]1C	/	-19.4%	-7.5%	6.9%	-2.1%	4.8	/	-12.0%	0.5
COc1cccc(CCNC(=O)C2CCCN(c3ncnc4c3nc3n4CCCCC3)C2)c1OC (centres undefined)	2.6%	-15.8%	-0.9%	2.0%	6.8%	-0.6	-0.9%	8.0%	-1.4
CCCCc1cc(=O)oc2cc(C)c3c(C(C)(C)C)coc3c12	4.7%	-3.6%	-3.9%	-9.5%	3.3%	2.4	1.1%	-17.8%	-1.7
O=C(Cc1ccc(-n2c(=O)[nH]c3ccccc3c2=O)cc1)N1CCN(c2ccccc2)CC1	8.5%	-14.5%	-6.7%	9.2%	-4.5%	-7.6	-1.2%	1.7%	3.5

Quoted at random: 3 records from the list
Compound	TrxR1 substrate	USP1-UAF1 inh	Glioma ERSR ind	IDH1 R132H inh	Vif-A3G inh	PI4K2A block	RXFP1 agonist	Vif-A3F inh	LDHA inh
O=C(Cc1ccc(-n2c(=O)[nH]c3ccccc3c2=O)cc1)N1CCN(c2ccccc2)CC1	8.5%	-14.5%	-6.7%	9.2%	-4.5%	-7.6	-1.2%	1.7%	3.5
Cc1ccccc1S(=O)(=O)N(C)C[C@H]1OCc2cnnn2CCCC(=O)N([C@H](C)CO)C[C@H]1C	/	-19.4%	-7.5%	6.9%	-2.1%	4.8	/	-12.0%	0.5
CCOC(=O)N1CCN(C(=O)c2cnn3c(C(F)(F)F)cc(-c4cccs4)nc23)CC1	6.0%	-6.6%	0.2%	0.0%	5.1%	0.9	3.6%	4.9%	11.1&-9.6

(list continues)
Compound	TrxR1 substrate	USP1-UAF1 inh	Glioma ERSR ind	IDH1 R132H inh	Vif-A3G inh	PI4K2A block	RXFP1 agonist	Vif-A3F inh	LDHA inh
CC1C(=O)N(Cc2cn(CC3CCCCC3)nn2)CCS(=O)(=O)N1Cc1ccc(-c2ccncc2)cc1 (centres undefined)	/	-18.3%	-2.1%	-15.7%	?	-15.1	/	-3.3%	0.3
CCOC(=O)c1cnc2nc(C)nn2c1N	1.4%[57.1 µM]	-16.5%	-5.3%	-3.9%	5.3%	0.0	-1.6%	12.3%	-7.0
COc1cc(OC)cc(C(=O)Nc2cccc(NC(C)=O)c2)c1	4.8%	-21.5%	2.4%	0.4%	0.8%	4.0	-0.8%	-4.1%	-5.3
Cc1cccc(N(C)C(=O)CCS(=O)(=O)c2ccc3c(c2)oc(=O)n3C)c1	1.0%	-12.9%	-1.7%	-8.7%	0.9%	4.5	0.2%	0.4%	-6.1
CCOc1ccccc1NC(=O)Nc1cnccn1	0.9%[57.1 µM]	-16.6%	-0.5%	7.8%	-4.0%	0.8	0.4%	3.6%	-2.8
Cc1ccc(Cl)cc1NC(=O)CNC(=O)N1CC(=O)Nc2ccccc21	5.4%	-12.5%	4.7%	1.7%	-9.7%	-2.2	2.3%	0.9%	-0.6&4.0
CCOC(=O)c1c(NC(=O)COc2ccc(Br)cc2)sc(C(C)=O)c1C	4.6%[57.1 µM]	-9.2%	-4.0%	-8.6%	-7.1%	0.2	0.4%	-3.4%	-4.8
O=C(Nc1cc(S(=O)(=O)N2CCOCC2)ccc1OCC(F)(F)F)C1CCCC1	/	-4.7%	-1.6%	7.7%	0.9%	6.4	/	-6.0%	-12.9

The listing continues:
Compound	TrxR1 substrate	USP1-UAF1 inh	Glioma ERSR ind	IDH1 R132H inh	Vif-A3G inh	PI4K2A block	RXFP1 agonist	Vif-A3F inh	LDHA inh
O=C(OCCOCCN=C1NS(=O)(=O)c2ccccc21)c1ccncc1	9.7%	-11.3%	0.9%	11.8%	2.1%	6.5	0.3%	-12.0%	-6.1
O=C(NCc1ccco1)C1CC(=O)N(CCc2ccccc2)C1 (centres undefined)	11.3%	-11.6%	-1.3%	0.0%	-0.1%	0.2	-1.2%	0.2%	-2.4
COc1ccc(/C=C/C(=O)NCc2cn(C)nc2C)cc1COc1ccc(Cl)cc1Br	126.5%[activator]	-4.3%	-4.4%	4.6%	-0.9%	-5.3	0.1%	-7.6%	-10.8
Nc1ncnc2c1cnn2C1CCCCC1	-3.4%	-3.1%	-3.1%	-3.2%	3.7%	-6.9	3.1%	2.6%	-8.8
COc1cccc(CNC(=O)CCC2CCCN(C(=O)c3cc4ccccc4o3)C2)c1 (centres undefined)	-3.2%	-4.7%	-1.3%	-7.7%	-2.2%	-6.6	-1.3%	8.9%	-1.7
COc1ccc(CCNC(=O)c2n[nH]c(=O)c3ccccc23)cc1	8.1%	-9.1%	-3.1%	6.5%	-8.9%	10.2	4.9%	5.6%	0.0
Cc1cc(/C=N/NC(=O)C(=O)NCc2ccccn2)c(C)n1-c1cccc(Br)c1	-4.2%	-9.2%	-1.5%	0.0%	2.7%	0.7	-2.6%	1.7%	1.0
COc1cccc(N2CCN(c3cnc4ccccc4n3)CC2)c1	6.3%[11.4 µM]	-14.2%	-1.2%	8.1%	0.6%	-0.2	-1.8%	0.9%	1.4

Next results:
Compound	TrxR1 substrate	USP1-UAF1 inh	Glioma ERSR ind	IDH1 R132H inh	Vif-A3G inh	PI4K2A block	RXFP1 agonist	Vif-A3F inh	LDHA inh
O=C(CCc1nc2ccccc2[nH]c1=O)OCc1ccc(S(=O)(=O)N2CCOCC2)cc1	22.0%	5.9%	-0.8%	4.3%	0.3%	0.0	-0.1%	-9.7%	-2.7
COc1ccc(NC(=O)N(C)C[C@@H]2OCc3cnnn3CCCC(=O)N([C@H](C)CO)C[C@H]2C)cc1	/	-24.8%	-4.7%	14.6%	-5.6%	4.3	/	-0.5%	-0.6
O=C(O)Cc1sc(Nc2ccc(F)cc2)nc1-c1cccs1	-4.8%	-18.3%	3.0%	-2.9%	-19.3%	-5.3	-0.3%	-20.2%	-0.6
COc1cc(OC)cc(C(=O)NCCOc2ccccc2)c1	13.6%[57.1 µM]	-9.9%	8.3%	0.9%	-0.3%	7.0	-0.6%	-8.7%	1.8
NS(=O)(=O)c1cccnc1Nc1c(Cl)cccc1Cl	11.1%[57.1 µM]	-10.1%	-1.7%	1.5%	1.2%	-8.7	0.3%	8.8%	-6.9
Cc1nn(-c2ccc(F)cc2)c2sc(C(=O)O)cc12	14.7%	?	-2.6%	5.7%	-5.8%	0.7	-0.1%	-5.3%	-15.8
CC(C)c1ccc(C2N3CC4([N+](=O)[O-])CN2CC([N+](=O)[O-])(C3)C4(C)C)cc1 (centres undefined)	2.9%	-20.9%	5.0%	5.7%	-0.8%	0.1	0.6%	3.1%	-3.1
Cc1noc2ncnc(N3CCN(c4ccc(F)cc4)CC3)c12	-1.7%	-20.3%	-1.2%	-0.8%	0.4%	-5.8	4.1%	16.4%	1.3
